Bioassay records from PubChem.
Bcl-B displacement: displacers of TR3 peptide from Bcl-B, primary screen, selectivity assay for Bfl-1 inhibitor project, biochemical, fluorescence polarization. FP displacement of FITC-TR3 peptide from Bcl-B; higher % means a stronger effect. displacement, % at 20 µM, or IC50 in µM where a hit was titrated. 0.11% of 96,000 active;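 active means displacement above 50% at 20 µM plus a fluorescence interference ratio under 1.5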;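 further: plate controls were wells without compound for no effect and wells lacking Bcl-B protein for full effect; a part of the inactive calls stands beside numbers as strong as those of hits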
NFkB transloc pot: enhances IL-1B driven NFkB nuclear translocation | activation, % at 2 µM | HUVEC IL-1B NFkB p65 nuclear translocation imaging | 0.3% of 94,000 active;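 active means activation above 40%, about the mean plus 3 SD, also judged a hit on visual image review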;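 further: percent activation is computed from the nuclear over cytoplasmic p65 intensity ratio; values of inactives mirror those of a sister screen read the other way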
MRP resist rev: MRP-mediated drug resistance reversal; H69AR cells + 2 uM doxorubicin, CellTiter-Glo, 72 h; differential viability (reversal), % at 10 µM; 0.04% of 85,000 active; AID 602;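 active means viability drop by adding the cancer drug above about 55%, with treated viability meeting a 40% cutoff, limit read from the data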;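 further: viability without doxorubicin minus viability with 2 µM doxorubicin for each compound; larger differential means the compound sensitizes cells more to doxorubicin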
NFkB transloc inh: blocks IL-1B driven NFkB nuclear translocation in HUVEC cells; HUVEC IL-1B NFkB p65 nuclear translocation imaging; inhibition, % at 2 µM; 0.43% of 94,000 active;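 active means inhibition above about 30% together with a positive call from visual inspection of the well image, limit read from the data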;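 further: nuclear over cytoplasmic p65 intensity ratio measured by imaging; 0% = IL-1B stimulated DMSO wells and 100% = unstimulated DMSO wells; values of inactives mirror those of a sister screen read the other way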
PLAP inhibitors HTS: inhibition of human placental alkaline phosphatase – biochemical, luminescence, HTS (AID 690). one-dose inhibition, % at 20 µM; IC50 in µM for titrated hits. purified PLAP, luminescent substrate; higher % means a stronger effect. 0.08% of 96,000 active; in the data active means a potency from the dose series; inactive means the rest, 99 in 100 with inhibition below about 30%; further: strong numbers were not always called active
MRP resist rev cytotoxicity: second read-out of MRP resist rev, no call of its own (marks repeat the call); viability, %; H69AR cells, CellTiter-Glo, 72 h; measured here: cytotoxicity without doxorubicin
MRP resist rev with doxorubicin: also measured in MRP resist rev; calls as there; viability, %; measured here: viability with 2 uM doxorubicin; active compounds read low
NFkB transloc inh cell count 2 µM: also measured in NFkB transloc inh; calls as there; cell count; measured here: cells passing quality filter;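 raw number of nuclei counted in each imaged well without normalization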
NFkB transloc pot cell count 2 µM: recorded beside NFkB transloc pot, whose call it bears; cell count; measured here: cells passing quality filter
* marks the source's active call; other numbers are inactive results; x = no result given. Only part of the results is shown; rates above refer to the full screens.

SMILES	Bcl-B displacement	NFkB transloc pot	NFkB transloc pot cell count 2 µM	MRP resist rev	MRP resist rev cytotoxicity	MRP resist rev with doxorubicin	NFkB transloc inh	NFkB transloc inh cell count 2 µM	PLAP inhibitors HTS
Cc1cccc2cc(CN(Cc3ccco3)C(=O)NC3CCCCC3)c(=O)[nH]c12	-6%	6	181	19	81	61	-6	181	-27%
O=C(CN(C1CCCCC1)S(=O)(=O)c1ccc(Cl)cc1)N1CCOCC1	8%	x	x	6	80	75	x	x	-6%
Cc1ccc(-c2nc3cc(NC(=O)C(C)C)ccc3o2)cc1C	x	2	100	6	73	67	-2	100	x
COc1cc(Cn2c(=O)oc3ccc(C)cc32)ccc1OC(C)C	x	9	86	9	77	68	-9	86	x
O=C(OCc1ccccc1F)c1ccc2c(c1)-c1ccccc1C2=O	2%	-1	138	x	x	x	1	138	-1%
CCN1C(=O)C(CC(=O)Nc2ccc(Br)cc2)N(CCCc2ccccc2)C1=S (stereo unspecified)	-21%	-4	174	x	x	x	4	174	0%
CCN1C(=O)c2cccc3c(S(=O)(=O)Nc4ccccc4OC)ccc1c23	-6%	4	176	-6	41	47	-4	176	-10%
NC(=O)C1CCN(C(=O)C2c3ccccc3C(=O)N3CCc4ccccc4C23)CC1 (stereo unspecified)	-10%	-3	188	-2	86	88	3	188	-5%
CC(c1ccco1)N(C(=O)CSc1ccc(Br)cc1)c1ccccn1 (stereo unspecified)	3%	15	141	14	92	78	-15	141	-43%
Cc1ccc(-c2c(C)n([O-])c3c([n+]2=O)CCC3)o1	4%	-12	199	-1	87	88	12	199	-18%
N#Cc1ccccc1OCC(=O)OCC(=O)c1ccc2c(c1)NC(=O)CO2	-9%	1	128	20	102	82	-1	128	8%
O=C(NCCCN1CCN(c2ccccc2F)CC1)C1CC(=O)N(C2CCCC2)C1 (stereo unspecified)	-10%	30	202	-10	87	97	-30	202	-50%
O=C(NCCSCc1ccccc1)c1ccc(C2SCC(=O)N2Cc2ccccc2)cc1 (stereo unspecified)	-80%	11	59	-23	63	86	-10	59	-15%
CC(=O)Nc1ccccc1C(=O)C(=O)Nc1cccc(F)c1	x	1	138	x	x	x	-1	138	x
COc1ccc(CNC(=O)CCSc2nc(-c3ccc4c(c3)OCO4)cc(C(F)(F)F)n2)cc1	x	-12	119	-7	33	40	12	119	x
O=C(O)c1ccc(NS(=O)(=O)c2cc(Cl)ccc2Cl)cc1O	3%	4	116	-8	90	98	-4	116	16%
COc1ccc(C(c2nnnn2C2CCCC2)N2CCC(C(N)=O)CC2)c(OC)c1 (stereo unspecified)	3%	x	x	3	99	96	x	x	-66%
COc1cc(C)ccc1OCCOc1c(Cl)cc(Cl)cc1Cl	-24%	1	151	x	x	x	-2	150	-2%
CCc1ccccc1NC(=O)CSc1nnc(Cn2cnc3ccccc32)o1	x	5	106	-19	80	99	-5	106	x
Clc1ccc(Oc2cnns2)cc1Cl	-2%	7	172	-1	94	95	-7	172	20%
CCc1nnc(NC(=O)c2ccc3c(c2)C(=O)N(C(C)(C)C)C3=O)s1	-10%	3	140	-34	39	73	-3	140	-12%
Cc1cc(NCCO)c2cc(O)ccc2n1	0%	-6	205	x	x	x	6	205	16%
CC(=O)C(Sc1nc(NC(C)(C)C)nc(N(C)C)n1)C(C)=O	6%	x	x	21	80	58	x	x	-3%
COc1cccc(NC(=O)N2CCOCC2)c1	0%	2	192	16	102	86	-2	192	1%
COc1cc(CN2CCN(CCOCCO)CC2)cc(OC)c1OC	-1%	-1	122	-2	100	102	1	122	-14%
SMILES	Bcl-B displacement	NFkB transloc pot	NFkB transloc pot cell count 2 µM	MRP resist rev	MRP resist rev cytotoxicity	MRP resist rev with doxorubicin	NFkB transloc inh	NFkB transloc inh cell count 2 µM	PLAP inhibitors HTS
Cc1cc(=O)[nH]c2c(C)c(Cl)ccc12	0%	13	181	x	x	x	-13	181	7%
O=C1CSC2=NCN(c3ccc4c(c3)OCO4)CN12	8%	-6	97	22	75	53	6	97	20%
CCN(CCO)Cc1cc(=O)oc2c(C)c(C)ccc12	-4%	18	178	0	84	85	-18	178	-38%
Nc1c(C(=O)Nc2ccc3c(c2)OCCO3)nnn1CCc1ccccc1	16%	24	184	-22	37	59	-24	184	45%
CCn1c(C)c(C(C)=O)c(N2CCCC2)nc1=S	33%	6	97	16	106	91	-6	97	19%
O=c1[nH]c(NCc2ccco2)nnc1Cc1ccccc1Cl	0%	-10	53	-20	30	50	10	53	4%
COc1ccc(C(=O)c2ccc(Br)cc2)cc1	5%	12	134	x	x	x	-12	134	x
Cc1c(NC(=O)c2ccc(N3C(=O)C4C5C=CC(C5)C4C3=O)cc2)c(=O)n(-c2ccccc2)n1C (stereo unspecified)	-1%	-5	210	-3	94	97	5	210	-15%
CCSCCOC(=O)C1=C(C)NC(=O)NC1c1ccc2c(c1)OCO2 (stereo unspecified)	13%	-4	179	x	x	x	4	179	20%
COc1ccccc1NCC(=O)N/N=C/c1cccnc1	2%	x	x	x	x	x	x	x	-13%
CCc1nnc(SCC(=O)NC2CCCCC2)nc1CC	-1%	32	98	18	105	86	-32	98	2%
Cc1ccccc1N1OC2C(=O)N(c3ccc(F)cc3)C(=O)C2C1c1ccccn1 (stereo unspecified)	-4%	2	129	-14	96	109	-2	129	1%
Cc1ccc(C(c2sc3nc(C)nn3c2O)N2CCN(c3ccccc3)CC2)cc1 (stereo unspecified)	-2%	-10	75	3	98	94	10	75	-14%
O=C(NCc1ccccn1)Nc1ccc2c(c1)OCO2	1%	-1	160	0	77	77	1	160	4%
COC(=O)c1ccccc1NC(=O)c1sc(=S)n(C)c1N	-6%	28	135	-8	76	84	-28	135	-14%
COC(=O)CN(c1nc(C)c(Br)c(OC)n1)S(=O)(=O)c1ccc(C)cc1	0%	10	138	6	84	78	-10	138	-13%
Cc1cc(C)c(C(N)=O)c(NCCc2ccccc2)n1	-5%	1	127	4	109	105	-1	127	17%
CCn1c(NC(=O)c2ccc(C)cc2)c2ccccc2nc1=O	2%	-7	176	x	x	x	7	176	-5%
Cc1ccc(C2CC(=O)N(c3ccc(F)cc3)C3=C2C(=O)CCC3)cc1 (stereo unspecified)	11%	-1	160	11	90	79	1	160	-30%
Cc1c(Cl)c(-c2n[nH]c(=S)n2-c2ccc(F)cc2)nn1C	6%	-36	115	x	x	x	36*	115*	-12%
CCOC(=O)c1[nH]c2ccccc2c1NC(=O)CCN1CCN(C(=O)OCC)CC1	-14%	-11	191	-4	77	81	11	191	-18%
Cc1ccc(C(=O)Nc2ccccc2C(=O)NC(CC(=O)O)C(=O)O)cc1 (stereo unspecified)	7%	-6	139	5	89	84	6	139	15%
O=C(Nc1cccc2c1CCCC2)c1ccco1	4%	10	73	9	90	81	-10	73	7%
O=C(CN(c1ccccc1)S(=O)(=O)c1ccc(F)cc1)N1CCCCCC1	-5%	-10	151	24	99	75	10	151	14%
COc1ccc(NC(=O)CSc2nc(N)c(C(=O)Nc3ccc(N(C)C)cc3)s2)cc1	1%	-2	166	-2	72	74	2	166	26%
SMILES	Bcl-B displacement	NFkB transloc pot	NFkB transloc pot cell count 2 µM	MRP resist rev	MRP resist rev cytotoxicity	MRP resist rev with doxorubicin	NFkB transloc inh	NFkB transloc inh cell count 2 µM	PLAP inhibitors HTS
FC(F)(F)C(Oc1nc(NC2CCCCC2)nc(N2CCOCC2)n1)C(F)(F)F	-21%	-8	116	12	78	66	8	116	-14%
O=C1C2C3C=CC(C3)C2C(=O)N1Cc1ccccc1 (stereo unspecified)	-6%	30	138	4	95	91	-30	138	8%
Cc1cc(NC(=O)c2cc(CC(C)C)on2)n(-c2ccccc2)n1	x	-2	54	x	x	x	2	54	x
CCOC(=O)c1c(C)[nH]c(C(=O)CN2CCOCC2)c1C	-2%	x	x	-2	93	95	x	x	4%
O=C(NCc1ccco1)c1cccs1	-12%	-11	96	8	98	90	11	96	-2%
O=C(NCCc1ccc(Cl)cc1)c1cccnc1	-5%	-3	214	3	90	87	3	214	-17%
COc1ccc2c(c1)c(=O)oc1cc(OCC(=O)NC3CCCCC3)ccc12	35µM*	1	205	-6	19	25	-2	205	10%
Cc1ccccc1Sc1c(C#N)c(-c2ccccc2)nn1C	-20%	15	207	x	x	x	-15	207	0%
Cc1sc2nc(SCC(=O)N(C)Cc3ccccc3)n(-c3ccccc3)c(=O)c2c1C	20%	2	162	3	77	74	-2	162	-19%
C=CCNC(=S)N/N=C(\C)c1ccccn1	-21%	28	174	-3	20	24	-28	174	-48%
CCOC(=O)c1cn(-c2ccc(F)c(F)c2F)c2c(F)c(F)c(F)cc2c1=O	-1%	6	185	x	x	x	-6	185	20%
COc1ccc(CCN2C(=NC(=O)CCC(=O)O)SC3CS(=O)(=O)CC32)cc1 (stereo unspecified)	-5%	2	166	3	92	88	-2	166	2%
C=CCN1C(=O)N(/C=C/C)c2cccc3cccc1c23	0%	5	136	13	94	81	-5	136	0%
C=CCNc1nc(-c2ccc(OC)cc2OC)cs1	4%	-4	95	-9	90	99	4	95	19%
COc1ccc(CC(C(=O)Nc2cc(C)ccc2C)/C(N)=N/O)cc1 (stereo unspecified)	-3%	4	188	x	x	x	-4	188	-19%
O=S1(=O)C=C(SCCN2CCCC2)c2ccccc21	-13%	1	145	-20	74	94	-1	145	-7%
Cc1cc(C)c2c(n1)sc1c(=O)[nH]c(SCc3ccccc3)nc12	2%	11	152	x	x	x	-11	152	-54%
CCCN1CCN(CCCNC(=O)C2CCN(c3nnc(-n4cccc4)s3)CC2)CC1	18%	1	97	6	97	90	-1	97	-49%
CS(=O)(=O)N(CCc1ccccc1)CC(=O)N1CCN(c2ccccc2F)CC1	-8%	-9	82	2	84	82	8	82	-10%
CCOCC(O)CS(=O)Cc1ccccc1 (stereo unspecified)	-6%	27	124	0	102	103	-27	124	-15%
COc1cc2c(cc1NC(=O)c1cncc(Br)c1)oc1ccccc12	-4%	14	103	-12	46	58	-14	103	3%
CN(C)c1ccc(NC(=O)CSc2nc3ccccc3c(=O)n2C2CCCCC2)cc1	4%	-6	114	0	78	79	6	114	-43%
O=C(NCCC1=CCCCC1)C1CCN(Cc2cnn(-c3ccccc3)c2-n2cccc2)CC1	-3%	-5	116	14	26	12	5	116	-128%
CC(=O)c1ccc(NC(=O)/C(=C\c2ccccc2)NC(=O)/C=C/c2ccccc2)cc1	0%	-12	134	x	x	x	12	134	-44%
Cc1ccc(CC(=O)NC(C)CCc2ccccc2)cc1 (stereo unspecified)	1%	6	160	3	84	82	-6	160	5%
SMILES	Bcl-B displacement	NFkB transloc pot	NFkB transloc pot cell count 2 µM	MRP resist rev	MRP resist rev cytotoxicity	MRP resist rev with doxorubicin	NFkB transloc inh	NFkB transloc inh cell count 2 µM	PLAP inhibitors HTS
Cc1ccccc1NC(=O)Cn1nc(-c2ccccc2)nc1-c1ccccc1	-4%	7	147	x	x	x	-7	147	13%
Cc1ccc2nc(NC(=O)C3CCCN(S(=O)(=O)c4cnc[nH]4)C3)sc2c1 (stereo unspecified)	-5%	18	68	2	84	81	-18	68	-80%
CCCOc1ccc(C(=O)NNC(=S)NC(=O)c2cc(-c3ccc(Cl)cc3)nc3ccccc23)cc1	3%	x	x	x	x	x	x	x	-13%
CCCC(=O)NNc1cc(=O)c2c(=O)n(C)c(=O)n(C)c2[nH]1	-13%	16	148	x	x	x	-16	148	15%
Cc1ccccc1OCC(=O)Nc1ccc2c(c1)Cc1ccccc1-2	10%	12	164	x	x	x	-12	164	3%
C/C(=C/C=N/Nc1nc(N2CCCCC2)nc(N2CCCCC2)n1)c1ccccc1	-5%	2	110	x	x	x	-2	110	-2%

Entries of single compounds from above:
Profile of CCCC(=O)NNc1cc(=O)c2c(=O)n(C)c(=O)n(C)c2[nH]1 : Bcl-B displacement = -13%; NFkB transloc pot = 16; NFkB transloc pot cell count 2 µM = 148; MRP resist rev = x; MRP resist rev cytotoxicity = x; MRP resist rev with doxorubicin = x; NFkB transloc inh = -16; NFkB transloc inh cell count 2 µM = 148; PLAP inhibitors HTS = 15%
Profile of Cc1ccccc1NC(=O)Cn1nc(-c2ccccc2)nc1-c1ccccc1 : Bcl-B displacement = -4%; NFkB transloc pot = 7; NFkB transloc pot cell count 2 µM = 147; MRP resist rev = x; MRP resist rev cytotoxicity = x; MRP resist rev with doxorubicin = x; NFkB transloc inh = -7; NFkB transloc inh cell count 2 µM = 147; PLAP inhibitors HTS = 13%
